MCL1-BIM inh = inhibitors of human MCL1 binding to BIM-BH3 peptide. Q07820. GST-MCL1 / FITC-Bim-BH3 fluorescence polarization. inhibition, % at 10.9 µM. actives 0.68% (n = 320,000);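 active = inhibition above the mean inhibition of all tested compounds plus 3 SD, set per campaign, cut at about 40% in these data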;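 note: 0% = DMSO wells and 100% = unlabeled Bim-BH3 peptide control; higher means more loss of mP so more displacement of Bim peptide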
Fam108B counter = Fam108B inhibition, counter-screen for RBBP9 inhibitors; recombinant Fam108B, FP-Rh probe fluorescence polarization; inhibition, % at 9.51 µM; actives 0.33% (n = 300,000); AID 1947;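 active = inhibition above the screen mean inhibition plus 3 SD, computed separately per campaign, cut at about 18% in these data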;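 note: inhibitors lower polarization as less probe binds the enzyme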
Bcl-xL primary = blocks human Bcl-xL binding to Bim BH3 peptide; GST-Bcl-xL / FITC-Bim BH3 peptide fluorescence polarization; inhibition, % at 10.9 µM; Q07817; actives 0.7% (n = 320,000);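 active = inhibition above the mean of all tested compounds plus 3 SD, cutoff set per campaign, cut at about 30% in these data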;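 note: 0% = DMSO wells and 100% = unlabeled Bim-BH3 peptide competitor; inhibitors lower millipolarization by displacing the labeled peptide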
PAD4 inh = PAD4 (human) enzyme inhibition; Q9UM07; recombinant PAD4, RCA probe fluorescence polarization; inhibition, % at 6.36 µM; actives 0.41% (n = 330,000);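 active = percent inhibition above a cutoff equal to the mean of all tested compounds plus 3 SD, cut at about 15% in these data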;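 note: 0% = PAD4 with RCA probe and DMSO and 100% = probe without PAD4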
Target sequence (Q9UM07 whole entry, looked up): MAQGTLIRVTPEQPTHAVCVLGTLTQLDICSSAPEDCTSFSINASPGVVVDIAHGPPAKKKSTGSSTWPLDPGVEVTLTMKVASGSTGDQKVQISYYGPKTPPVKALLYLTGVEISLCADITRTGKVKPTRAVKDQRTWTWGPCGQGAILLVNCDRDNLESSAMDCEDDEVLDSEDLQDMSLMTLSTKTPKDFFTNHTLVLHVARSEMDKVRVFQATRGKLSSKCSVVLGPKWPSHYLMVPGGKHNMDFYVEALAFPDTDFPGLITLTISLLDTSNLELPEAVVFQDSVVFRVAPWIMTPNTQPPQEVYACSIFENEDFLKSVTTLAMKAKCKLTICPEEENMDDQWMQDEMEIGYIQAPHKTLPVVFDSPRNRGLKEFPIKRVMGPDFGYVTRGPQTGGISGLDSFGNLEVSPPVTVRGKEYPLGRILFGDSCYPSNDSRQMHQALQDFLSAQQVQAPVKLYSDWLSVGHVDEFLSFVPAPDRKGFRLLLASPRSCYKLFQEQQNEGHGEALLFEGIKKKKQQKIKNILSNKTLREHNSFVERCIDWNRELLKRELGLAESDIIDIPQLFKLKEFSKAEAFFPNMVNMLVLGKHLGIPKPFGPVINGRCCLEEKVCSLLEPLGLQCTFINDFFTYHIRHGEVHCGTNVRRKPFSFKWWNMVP
GSTO1 counter = counter-screen for RBBP9 inhibitors: inhibitors of human GSTO1. inhibition, % at 5.96 µM. P78417. recombinant GSTO1, activity-based probe fluorescence polarization. actives 1.1% (n = 300,000);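 active = inhibition above the campaign mean inhibition plus 3 SD, cut at about 35% in these data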;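 note: 0% = GSTO1-1 with DMSO and 100% = wells lacking GSTO1-1 enzyme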
MEX-5 binding = C. elegans MEX-5 TCR-2 RNA binding activity. actives 0.38% (n = 300,000). MEX-5/FITC-TCR2 RNA binding, fluorescence polarization; active compounds read low. AID 1832. activity score (negative = inhibition of binding), % at 10 µM. Q9XUB2;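 active = inhibition past about -25% in most replicates, and total fluorescence under double the plate's negative control median, limit read from the data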;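 note: 0% = DMSO and -100% = 5 µM competing unlabeled TCR2 RNA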
Target sequence (Q9XUB2 whole entry, looked up): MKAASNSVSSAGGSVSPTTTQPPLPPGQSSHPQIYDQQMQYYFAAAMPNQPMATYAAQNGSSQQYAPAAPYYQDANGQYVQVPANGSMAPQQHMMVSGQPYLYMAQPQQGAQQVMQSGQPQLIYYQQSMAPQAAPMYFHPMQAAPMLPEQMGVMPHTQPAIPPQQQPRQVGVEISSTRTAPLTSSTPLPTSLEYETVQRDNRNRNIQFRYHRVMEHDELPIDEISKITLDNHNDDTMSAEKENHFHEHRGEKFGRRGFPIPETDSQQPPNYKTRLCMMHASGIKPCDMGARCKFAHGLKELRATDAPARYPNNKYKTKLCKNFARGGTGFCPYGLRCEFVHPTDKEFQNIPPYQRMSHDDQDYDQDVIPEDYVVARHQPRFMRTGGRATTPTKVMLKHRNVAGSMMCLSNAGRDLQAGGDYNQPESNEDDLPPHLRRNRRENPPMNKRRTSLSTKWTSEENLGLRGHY
PME-1 primary = PME-1 (human) inhibition. Q9Y570. recombinant PME-1, FP-Rh probe fluorescence polarization. inhibition, % at 5.9 µM. actives 0.53% (n = 320,000);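 active = inhibition above the campaign mean of all compounds plus 3 SD, cut at about 26% in these data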;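 note: competitive labeling of PME-1 active site by serine hydrolase directed probe; 0% = PME-1 with DMSO and 100% = wells lacking PME-1 enzyme; inhibitors block probe labeling so polarization falls and inhibition rises; many of its hits are not listed in these tables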
GLD-1 RNA inh = GLD-1-TGE RNA interaction inhibition (C. elegans) | inhibition, % at 5.96 µM | actives 0.44% (n = 320,000) | Q17339 | purified GLD-1 + fluorescein TGE RNA, fluorescence polarization | AID 2280;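 active = percent inhibition above a per-plate cutoff, the plate mean of test compounds plus 3 SD, cut at about 30% in these data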;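 note: 0% = DMSO wells with GLD-1 and probe and 100% = wells lacking GLD-1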
TPT1 inhibitor = inhibitors of Candida albicans tRNA 2'-phosphotransferase TPT1. inhibition, % at 5 µM. recombinant caTPT1, FP RNA substrate dephosphorylation. actives 0.81% (n = 300,000);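 active = inhibition above the mean of all tested compounds plus 3 SD, set per screening campaign, cut at about 24% in these data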;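 note: plate controls were DMSO alone for no effect and ferristatin control at 100 nM for full effect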
* = called active by the depositor; · = not tested or not shown. A portion of the library (hit frequency here may not be typical).

Under each structure – MCL1-BIM inh	Fam108B counter	Bcl-xL primary	PAD4 inh	GSTO1 counter	MEX-5 binding	PME-1 primary	GLD-1 RNA inh	TPT1 inhibitor
1	Cc1cc(C)n(-c2nc3ccccc3c(=O)n2OC2CCCCC2)n1
→ 2.1	3.0	7.4	2.9	5.5	-0.6	-0.7	0.6	-0.8
2	Nc1ncnc(N2CCOCC2)c1N
→ 3.6	-0.3	2.6	-1.2	6.7	0.3	2.0	-0.7	-0.4
3	Cc1nnsc1C(=O)N1CCC(C(=O)c2ccccc2)CC1
→ 4.2	3.1	2.9	-3.1	4.1	2.4	3.7	13.3	0.0
4	CC(C)c1ccc(C(=O)OCC(=O)NC2CCCC2)cc1
→ 1.7	-3.9	7.8	-2.4	1.2	3.1	-0.8	-4.0	0.5
5	OCC[C@@H]1C[C@H](O)[C@@H](O)[C@@]2(CCCc3ccccc3O2)O1
→ 13.0	-1.7	12.9	2.2	8.6	-3.3	4.6	6.5	-2.6
6	NS(=O)(=O)c1ccc(NC(=S)NC(=O)c2ccco2)cc1
→ 13.5	4.9	12.8	-4.3	-5.4	·	-0.9	-8.0	0.6
7	CC(Oc1ccccc1)C(=O)NC1=NCCS1 (configuration not stated)
→ 0.5	2.4	3.1	1.8	8.1	0.2	-0.6	2.0	-0.8
8	CC(C)(C)OC(=O)N1CCC(c2c(C(=O)N3CCN(C(=O)c4ccco4)CC3)cnn2-c2ccc(F)cc2F)CC1
→ -7.5	1.1	0.5	-1.4	-3.0	-1.4	5.1	-0.9	-1.1
9	O=C(CSc1ncccn1)N/N=C/c1ccc2c(c1)OCO2
→ 6.2	-1.2	3.9	2.8	4.7	-1.5	7.9	-1.4	-0.6
10	O=C(NCCC(=O)N1CCC2(CC1)NCCc1[nH]cnc12)c1cccc(C(F)(F)F)c1
→ 6.8	-1.6	6.6	1.1	4.0	2.7	2.1	1.3	-0.2
11	O=C(COC(=O)c1ccc(O)cc1)NC(=O)NCc1ccccc1
→ 2.5	·	5.9	0.7	·	·	-0.7	0.1	·
12	CCOc1ccc(-n2c(SCC(=O)NC3CCS(=O)(=O)C3)nnc2-c2cccnc2)cc1 (configuration not stated)
→ -2.8	-3.0	-6.5	-2.4	-1.8	-2.0	-3.8	12.1	0.7
13	Cc1cc(Nc2c(C)n(C)n(-c3ccccc3)c2=O)n2c(nc3ccccc32)c1C#N
→ 10.5	0.9	1.8	-0.7	-6.5	0.4	1.2	-0.8	0.0
14	O=c1cc(O)c2c(=O)n(-c3ccccc3)c3c(c2o1)CCCCC3
→ 0.2	0.7	5.0	-5.3	-5.7	1.1	-6.7	1.0	-0.7
15	CCCN(CCC)CC(O)Cn1cc(/C=C/C(=O)c2cccs2)c2ccccc21 (configuration not stated)
→ -46.7	-1.6	-20.2	0.7	-2.3	2.5	1.4	-118.7	61.4*
16	O=C(CN1CCN(Cc2ccccc2)CC1)N/N=C/C=C/c1ccccc1[N+](=O)[O-]
→ -0.3	0.2	5.5	-1.4	3.6	-1.3	-6.2	1.8	1.5
17	O=C(O)c1ccc(CNCc2cccc(Cl)c2Cl)cc1
→ 15.5	-1.8	5.2	-1.8	-1.5	-1.2	3.7	-3.8	-6.3
18	COc1ccc(S(=O)(=O)N2CCOCC2)cc1NC(=O)c1ccncc1
→ 0.6	·	-0.4	-0.4	·	·	-5.5	1.6	·
19	Nn1c(SCC(=O)NC(=O)NC2CCCC2)nnc1-c1ccccc1F
→ 4.5	-0.8	1.3	-0.5	2.8	-1.5	3.6	1.9	2.3
20	Cc1cccc(Cn2c(N3CCN(CCO)CC3)nc3c2c(=O)[nH]c(=O)n3C)c1
→ 2.3	-0.6	-0.2	-1.4	1.4	-0.2	-3.1	-7.1	-0.3
21	COc1cccc(C2c3[nH]c4ccccc4c3CCN2Cc2cnn(C)c2)c1 (configuration not stated)
→ 5.5	-2.8	7.4	3.8	-7.9	-2.6	-2.5	4.3	-3.0
22	O=C(O)c1cccc(N/N=C/c2cn(-c3ccccc3)nc2-c2cccs2)c1
→ 13.3	-4.1	14.1	-0.8	-2.1	-0.3	-1.6	1.9	-2.2
23	COc1ccc(C)cc1NC(=O)CN1CCN(S(=O)(=O)c2ccc(C(C)C)cc2)CC1
→ -1.9	-1.6	6.2	1.6	31.5	-1.7	2.9	4.9	-1.4
24	O=C(Nc1cccnc1)c1ccc(Cl)c(Cl)c1
→ 7.8	-1.1	6.4	1.1	2.1	-0.5	-6.0	-0.1	0.9
25	CC(C)(C)n1nc2c(c1NC(=O)c1ccco1)CS(=O)C2 (configuration not stated)
→ -3.3	0.0	1.8	-2.8	-2.0	-1.3	-1.4	1.6	-3.9
26	COc1cccc(NS(=O)(=O)CC23CCC(CC2=O)C3(C)C)c1 (configuration not stated)
→ 3.3	-0.1	4.4	-2.0	1.0	-0.6	-4.4	0.1	-2.7
27	COc1ccc(C(=O)CSc2nnc(-c3ccccc3)o2)cc1
→ 3.0	3.7	-6.7	3.7	24.7	-1.8	-3.4	-0.3	-8.3
28	COc1ccccc1-c1nc(SCC(=O)NCc2ccco2)c2c(=O)n(C)c(=O)n(C)c2n1
→ -1.2	-6.2	5.0	3.4	-0.9	-3.2	-1.3	-5.2	0.1
29	O=C(CNC(=O)c1cccc(Br)c1)N/N=C/c1ccc2c(c1)OCO2
→ 5.9	-1.0	0.1	0.3	1.6	-1.9	-4.5	-5.7	-0.5
30	Nc1nonc1-n1nnc(C(=O)N/N=C/c2ccc(Cl)cc2Cl)c1CN1CCCCC1
→ 4.1	0.4	0.7	1.4	4.8	-0.2	-6.3	1.6	0.8

Fetched one by one from above:
Under each structure – MCL1-BIM inh	Fam108B counter	Bcl-xL primary	PAD4 inh	GSTO1 counter	MEX-5 binding	PME-1 primary	GLD-1 RNA inh	TPT1 inhibitor
25	CC(C)(C)n1nc2c(c1NC(=O)c1ccco1)CS(=O)C2 (configuration not stated)
→ -3.3	0.0	1.8	-2.8	-2.0	-1.3	-1.4	1.6	-3.9
20	Cc1cccc(Cn2c(N3CCN(CCO)CC3)nc3c2c(=O)[nH]c(=O)n3C)c1
→ 2.3	-0.6	-0.2	-1.4	1.4	-0.2	-3.1	-7.1	-0.3

Following part:
Under each structure – MCL1-BIM inh	Fam108B counter	Bcl-xL primary	PAD4 inh	GSTO1 counter	MEX-5 binding	PME-1 primary	GLD-1 RNA inh	TPT1 inhibitor
31	CC(Sc1nnc2c(n1)C1CCC2(C)C1(C)C)C(=O)Nc1ccccc1 (configuration not stated)
→ 2.6	-1.8	-0.7	-2.4	-3.5	2.1	3.0	5.0	-1.8
32	CCSc1nnc([C@H](Cc2ccccc2)NC(=O)OC(C)(C)C)o1
→ 1.8	-3.1	2.4	-2.3	1.8	0.4	0.7	2.3	-4.4
33	CC(C)(C)C(=O)Nc1cc2c3c(c1)CCN3C(=O)CC2
→ -4.4	0.6	0.9	0.1	0.0	-1.3	6.4	3.3	-3.1
34	CCSc1nnc(-c2cccc(S(=O)(=O)N(CC)CC)c2)n1Cc1ccccc1
→ 1.5	-4.8	4.0	4.3	-3.7	-0.2	9.0	10.2	-3.5
35	CCN(CC)c1ccc(C=N/C(C#N)=C(\N)C#N)cc1
→ -21.6	-35.6	-4.3	-6.6	-5.1	-109.4*	-15.3	-22.8	82.6*
36	O=C(NCc1ccccc1)c1nc[nH]c1C(=O)NCc1ccccc1
→ 5.7	1.1	3.7	-2.6	18.2	0.5	5.6	-0.7	-0.2
37	CCC(CC)C(=O)Nc1nnc(S(=O)(=O)Nc2ccccc2C)s1
→ 0.4	3.5	-2.9	-4.7	-5.3	-1.9	2.1	0.9	-2.9
38	COc1ccc(-c2noc(CN(C)S(=O)(=O)c3ccc(Cl)cc3)n2)cc1OC
→ -1.4	0.5	-2.6	-1.7	-2.2	1.9	3.5	9.9	2.2
39	CCOc1cc2c(cc1OCC)C(c1ccc(F)cc1)NCC2 (configuration not stated)
→ 0.1	1.2	2.3	2.9	3.5	-1.6	3.1	-1.2	-1.7
40	Nc1ccccc1C(=O)Nc1cccc(C(=O)O)c1
→ 2.5	-2.2	4.0	-2.0	3.8	2.8	-4.9	-0.6	2.2
41	O=C1CCC(/C=C/c2ccccc2)=NN1Cc1ccc(F)cc1
→ -0.9	-1.2	0.9	-6.7	-1.2	1.7	-2.7	-0.9	-7.0
42	Cc1cc(C(=O)N/N=C/c2ccccn2)n[nH]1
→ 1.6	-3.5	-5.1	-7.5	0.3	10.0	7.9	-1.8	-0.5
43	CC1CCN(CCCN2C(=O)C3C(C(=O)Nc4ccc(Cl)cc4)C4C=CC3(O4)C2C(=O)NC2CCCCC2)CC1 (configuration not stated)
→ 2.3	-3.4	3.7	-1.1	6.1	-0.8	2.2	-2.4	0.8
44	CCCC(=O)c1cc(-c2nc3ccccc3n2C)n(C)c1
→ 1.0	-2.9	-3.0	2.4	-3.7	-3.9	4.9	4.8	-3.2
45	COc1ccccc1C(=O)Nc1nnc(S(=O)(=O)N2CCCCC2)s1
→ -1.6	-0.6	4.7	-2.3	-12.4	-0.5	1.4	0.5	-0.1
46	Cc1ccc(N(CC(O)Cn2c3ccccc3c3ccccc32)S(C)(=O)=O)c(C)c1 (configuration not stated)
→ -4.5	-3.8	2.5	1.2	3.9	-1.4	3.0	6.5	-4.9
47	CCc1nccn1C(=O)c1cnn2c(C(F)F)cc(-c3ccccc3)nc12
→ 4.6	-3.9	-1.9	1.7	-6.2	1.2	-4.0	3.1	-1.7
48	CCOC(=O)C1=C(C)Nc2sc(C(=O)c3ccc(F)cc3)c(N)c2C1c1ccc(C(=O)OC)cc1 (configuration not stated)
→ -18.2	9.9	-4.5	-2.8	-20.7	-0.1	0.8	2.9	4.7
49	CC1CCC(NS(=O)(=O)c2ccc3c(c2)CC(=O)N3)CC1 (configuration not stated)
→ -2.8	1.5	0.1	3.0	9.9	0.9	2.4	1.7	-0.2
50	COc1ccccc1N1CCN(C(c2ccc(C)cc2)c2nnnn2C(C)C)CC1 (configuration not stated)
→ 3.0	-2.2	4.1	-3.8	4.3	-1.6	3.1	-3.4	-3.7
51	CC(=O)c1ccc(NC(=O)c2ccc3c(=O)n4c(nc3c2)CCCCC4)cc1
→ -3.4	-7.6	-0.8	-6.5	-3.5	-8.0	-6.6	-0.5	6.6
52	COC(CN1CCc2c(C)nc3c(C#N)cnn3c21)OC
→ 3.2	0.6	11.3	-0.9	7.3	-0.9	5.3	-18.7	6.7
53	Cc1ccccc1NC(=O)COC(=O)CCSc1ccccc1
→ 2.8	2.3	2.8	-7.5	-2.2	0.8	-0.5	-5.3	1.4
54	CCOC(=O)CSc1nnc(CNC(=O)c2cccs2)n1Cc1ccccc1
→ -1.9	0.1	-2.3	-3.6	0.5	-3.1	0.7	1.3	-1.0
55	COc1cc(/C=C2\SC(=O)N(CCNC(=O)c3sc4cc(F)ccc4c3Cl)C2=O)cc(OC)c1OC
→ -4.6	-0.6	1.7	3.0	-2.1	-4.3	-7.0	5.6	-1.6
56	O=C1CC(N2CCc3ccccc32)C(=O)N1c1ccccc1 (configuration not stated)
→ 2.9	-0.1	0.9	-4.3	3.4	1.1	3.1	6.8	-3.2
57	COc1cc2c(C#N)c(N3CCN(c4ccccc4OC)CC3)nc(N)c2c(N)n1
→ 5.3	11.8	7.7	-7.8	0.3	-0.9	72.5*	-2.0	-3.3
58	CCn1c(P(C)(=O)O)nc2cc(NC(=O)c3ccccc3Cl)ccc21
→ 5.5	0.7	-0.9	5.0	-3.2	-1.4	7.3	1.6	-0.7
59	CCOC(=O)c1sc2ncnc(N3CCN(C(=O)OCC)CC3)c2c1C
→ 3.4	0.4	4.8	1.6	-0.5	0.2	0.2	8.6	-1.4
